PAD4 FP inh = blocks human protein arginine deiminase 4 | Q9UM07 | recombinant PAD4, RCA probe fluorescence polarization | inhibition, % at 6.36 µM | 330,000 tested, 0.41% active | AID 485272;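 active = percent inhibition above a cutoff equal to the mean of all tested compounds plus 3 SD, cut at about 15% in these data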;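 note: 0% = PAD4 with RCA probe and DMSO and 100% = probe without PAD4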
Fam108B counter = Fam108B inhibition, counter-screen for RBBP9 inhibitors | recombinant Fam108B, FP-Rh probe fluorescence polarization | 300,000 tested, 0.33% active | inhibition, % at 9.51 µM;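 active = inhibition above the screen mean inhibition plus 3 SD, computed separately per campaign, cut at about 18% in these data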;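 note: inhibitors lower polarization as less probe binds the enzyme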
GSTO1 counter = counter-screen for RBBP9 inhibitors: inhibitors of human GSTO1; 300,000 tested, 1.1% active; recombinant GSTO1, activity-based probe fluorescence polarization; AID 1974; inhibition, % at 5.96 µM;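 active = inhibition above the campaign mean inhibition plus 3 SD, cut at about 35% in these data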;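 note: 0% = GSTO1-1 with DMSO and 100% = wells lacking GSTO1-1 enzyme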
Target sequence (P78417 whole entry, looked up): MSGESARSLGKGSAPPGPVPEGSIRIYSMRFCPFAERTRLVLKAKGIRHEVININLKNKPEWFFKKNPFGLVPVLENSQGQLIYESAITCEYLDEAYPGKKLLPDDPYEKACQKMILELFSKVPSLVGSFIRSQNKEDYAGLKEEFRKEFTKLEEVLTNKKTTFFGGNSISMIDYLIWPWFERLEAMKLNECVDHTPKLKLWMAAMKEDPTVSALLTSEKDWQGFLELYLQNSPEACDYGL
PAFAH1B2 FP inh = blocks human PAF acetylhydrolase 1b catalytic subunit 2 | 340,000 tested, 1.2% active | inhibition, % at 3.39 µM | recombinant PAFAH1B2, FP-rhodamine activity probe, fluorescence polarization | P68402;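 active = inhibition above the mean of all tested compounds plus 3 SD, cut at about 24% in these data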;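 note: 0% = enzyme with DMSO and 100% = wells lacking PAFAH1B2; many of its hits are not listed in these tables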
Target sequence (P68402 whole entry, looked up): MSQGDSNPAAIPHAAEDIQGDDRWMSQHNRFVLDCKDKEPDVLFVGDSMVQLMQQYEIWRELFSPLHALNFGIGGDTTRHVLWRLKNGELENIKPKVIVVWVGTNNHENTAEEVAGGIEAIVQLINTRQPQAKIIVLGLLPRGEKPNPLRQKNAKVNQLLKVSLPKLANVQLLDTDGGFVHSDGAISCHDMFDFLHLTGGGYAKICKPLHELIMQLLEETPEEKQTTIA
PAFAH2 inh = PAFAH2 (human) inhibition | Q99487 | 340,000 tested, 0.99% active | recombinant PAFAH2, FP-rhodamine activity probe, fluorescence polarization | AID 492956 | inhibition, % at 3.39 µM;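 active = inhibition above the mean over all tested compounds plus 3 SD, cut at about 30% in these data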;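 note: inhibitors block probe labeling of enzyme so polarization drops; 0% = enzyme with DMSO and 100% = wells lacking PAFAH2 protein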
PAFAH1B3 FP inh = PAFAH1B3 (human) inhibition. inhibition, % at 3.39 µM. 340,000 tested, 0.28% active. AID 492972. Q15102. recombinant PAFAH1B3, FP-rhodamine probe, fluorescence polarization;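 active = inhibition above the screen-wide average of all tested compounds plus 3 SD, cut at about 25% in these data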;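 note: 0% = enzyme with DMSO only and 100% = wells lacking PAFAH1B3 protein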
Target sequence (Q15102 whole entry, looked up): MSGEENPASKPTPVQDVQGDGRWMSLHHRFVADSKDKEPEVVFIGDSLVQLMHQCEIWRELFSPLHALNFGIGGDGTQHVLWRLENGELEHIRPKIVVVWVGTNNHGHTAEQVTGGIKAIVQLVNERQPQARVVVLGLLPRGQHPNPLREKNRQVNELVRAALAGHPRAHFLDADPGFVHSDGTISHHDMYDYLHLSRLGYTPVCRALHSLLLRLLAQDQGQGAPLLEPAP
pPAFAH inh = pPAFAH (human) enzyme inhibition | Q13093 | recombinant pPAFAH, FP-rhodamine probe fluorescence polarization | inhibition, % at 3.39 µM | 330,000 tested, 1.5% active;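 active = inhibition above the mean inhibition across the screen plus 3 SD, cut at about 25% in these data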;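 note: inhibitors block binding of the rhodamine activity-based probe so polarization drops; 0% = enzyme with DMSO and 100% = wells lacking pPAFAH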
PME-1 primary = PME-1 (human) inhibition. recombinant PME-1, FP-Rh probe fluorescence polarization. inhibition, % at 5.9 µM. 320,000 tested, 0.53% active. AID 2130;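 active = inhibition above the campaign mean of all compounds plus 3 SD, cut at about 26% in these data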;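 note: competitive labeling of PME-1 active site by serine hydrolase directed probe; 0% = PME-1 with DMSO and 100% = wells lacking PME-1 enzyme; inhibitors block probe labeling so polarization falls and inhibition rises; many of its hits are not listed in these tables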
LYPLA1 counter = counter-screen for PME1 inhibitors: inhibitors of human LYPLA1. inhibition, % at 5.9 µM. O75608. recombinant LYPLA1, FP-Rh probe fluorescence polarization. 320,000 tested, 0.16% active;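 active = inhibition above the mean of all tested compounds plus 3 SD, set per campaign, cut at about 14% in these data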;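 note: inhibitors block serine hydrolase probe labeling of LYPLA1 so polarization falls; 0% = enzyme with DMSO and 100% = wells lacking LYPLA1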
Target sequence (O75608 whole entry, looked up): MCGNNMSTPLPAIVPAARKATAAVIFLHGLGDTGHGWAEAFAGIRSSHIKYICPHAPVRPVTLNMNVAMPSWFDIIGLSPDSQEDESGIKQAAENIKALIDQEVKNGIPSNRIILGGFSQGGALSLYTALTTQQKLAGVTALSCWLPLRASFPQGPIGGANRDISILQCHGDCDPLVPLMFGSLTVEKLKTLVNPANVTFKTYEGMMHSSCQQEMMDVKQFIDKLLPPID
An asterisk follows results filed as active; x = no result given. Not all compounds are listed; the hit share may differ from the screen's.

SMILES	PAD4 FP inh	Fam108B counter	GSTO1 counter	PAFAH1B2 FP inh	PAFAH2 inh	PAFAH1B3 FP inh	pPAFAH inh	PME-1 primary	LYPLA1 counter
O=C(NCc1n[nH]c(=S)n1-c1ccc(F)cc1)c1ccco1	-2	1	1	1	3	6	-5	-2	6
Cc1ccc(C(=O)CC2(O)C(=O)N(CCc3ccccc3)c3ccc(Br)cc32)o1 (centres undefined)	-4	-3	5	10	2	12	1	8	-1
CC(C)Oc1ccc(C(=O)NCC(=O)N2CCN(S(=O)(=O)/C=C/c3ccccc3)CC2)cc1	2	x	x	2	-2	3	6	1	-2
CCCOC(=O)c1cc2ccccc2oc1=O	1	-1	-5	3	4	2	0	-2	-1
COc1cc(CO)ccc1OCC(=O)N1CCc2ccccc21	2	-1	6	-1	6	0	0	0	-1
COC(=O)CCCC1=CC2=CC(=O)C(C)(OC(=O)c3cccs3)C(=O)C2=CN1CCCCO (centres undefined)	-8	-2	25	0	4	6	3	-3	1
NC(N)=Nc1nc2ccc([N+](=O)[O-])cc2[nH]1	3	0	-6	4	4	5	3	0	0
CCCCN(C(=O)Cc1cccs1)c1nnc(-c2cccnc2)s1	-5	-1	-1	-3	-1	2	4	3	-3
COc1ccc(C(C)=O)cc1CSc1nnc(-c2ccccc2O)n1-c1ccccc1	1	1	3	2	-3	3	1	6	0
NC(=O)NC(=O)COC(=O)c1ccc2c(c1)C(=O)N(Cc1ccccc1)C2=O	-1	0	-1	3	1	-2	2	2	-5
CN(C)c1ccc(C=NCCc2ccc(S(N)(=O)=O)cc2)cc1	-1	-3	1	9	0	6	3	-2	1
CC(=O)c1cn(CC(=O)NCc2ccc3c(c2)OCO3)c2ccccc12	-2	5	16	7	3	-3	-2	-4	-2
COc1ccc(CCN(C)Cc2ccc(OC)c(OCc3ccccc3)c2)cc1OC	-2	2	12	3	-1	10	1	2	1
COc1ccc(NC(=O)CN2CCN(c3ccc(Cl)cc3)CC2)c(OC)c1	-2	4	2	-4	-7	5	15	0	2
CCn1c(COC(=O)CNC(=O)c2cc(OC)c(OC)c(OC)c2)nc2cc(S(=O)(=O)N(C)C)ccc21	0	7	-1	4	1	0	4	2	2
Cc1[nH]n2c(=O)cc(C(C)(C)C)nc2c1-c1ccccc1	1	6	8	0	6	10	1	0	2
COC(=O)CCC(=O)N1CCCC(N2CCN(c3ccc(OC)cc3)CC2)C1 (centres undefined)	-3	2	3	1	-4	10	-3	-4	1
Cc1ccccc1NC(=O)C1CC(=O)N(c2ccccc2F)C1 (centres undefined)	-4	3	0	-1	-7	8	4	9	2
Cc1cccc(NC(=O)C2CCCN(S(=O)(=O)c3ccc(-n4cnnn4)cc3)C2)c1 (centres undefined)	0	-3	2	2	-6	8	1	-2	0
Cc1cc(C(=O)OCC(=O)Nc2ccccc2Br)c(C)o1	-2	x	x	5	29	15	-4	x	x
CCc1ccc(OCC(=O)N/N=C\c2ccco2)c([N+](=O)[O-])c1	-1	-1	6	-1	2	3	10	4	-1
Cc1cc(NC(=O)CCC(=O)N(Cc2cccs2)C(C(=O)NC2CCCC2)c2ccncc2)no1 (centres undefined)	1	-3	-2	6	-5	0	-1	3	0
Cc1ccc2nsnc2c1NC(=S)NC(=O)c1ccco1	-13	-2	13	-2	0	2	6	2	0
O=C(NC1CCN(C(=O)Nc2ccccc2Cl)CC1)c1ccco1	-5	3	3	-3	2	2	-2	10	2
Fc1ccc(-c2ccc(NCCN3CCOCC3)nn2)cc1	1	7	2	1	1	5	-1	-2	-3
COC(=O)c1ccc(Cl)c(NC(=O)NC2CCCCC2)c1	2	-1	16	-2	-9	9	-8	-15	-2
COc1ccc(C2c3[nH]c4ccccc4c3C[C@H]3C(=O)N(C)CC(=O)N23)cc1OC (some centres undefined)	2	1	4	6	-7	9	2	2	-2
CC(=O)NCC(=O)NC1CCCc2c1cnn2-c1ccc(C(C)(C)C)cc1 (centres undefined)	1	1	5	-4	-3	0	3	-1	0
CC(/C=C/C=C/c1ccccc1)=N/NC(=O)CNc1ccc(C)cc1	4	-5	0	1	2	1	6	1	1
CC(C)C(=O)NC(c1cccc([N+](=O)[O-])c1)c1ccc2cccnc2c1O (centres undefined)	0	-3	6	4	2	14	14	1	-1

Ordered by the number under PME-1 primary (rising): 4 from the list above.
Structure	PAD4 FP inh	PAFAH1B2 FP inh	PAFAH2 inh	PAFAH1B3 FP inh	pPAFAH inh	PME-1 primary
COC(=O)CCC(=O)N1CCCC(N2CCN(c3ccc(OC)cc3)CC2)C1 (centres undefined)	-3	1	-4	10	-3	-4
CC(=O)NCC(=O)NC1CCCc2c1cnn2-c1ccc(C(C)(C)C)cc1 (centres undefined)	1	-4	-3	0	3	-1
Cc1[nH]n2c(=O)cc(C(C)(C)C)nc2c1-c1ccccc1	1	0	6	10	1	0
Cc1ccc2nsnc2c1NC(=S)NC(=O)c1ccco1	-13	-2	0	2	6	2

Single records, from the list above. Order of screens: PAD4 FP inh, Fam108B counter, GSTO1 counter, PAFAH1B2 FP inh, PAFAH2 inh, PAFAH1B3 FP inh, pPAFAH inh, PME-1 primary, LYPLA1 counter
Cc1[nH]n2c(=O)cc(C(C)(C)C)nc2c1-c1ccccc1 is listed with 1, 6, 8, 0, 6, 10, 1, 0, 2
CC(C)C(=O)NC(c1cccc([N+](=O)[O-])c1)c1ccc2cccnc2c1O (centres undefined) is listed with 0, -3, 6, 4, 2, 14, 14, 1, -1
Fc1ccc(-c2ccc(NCCN3CCOCC3)nn2)cc1 is listed with 1, 7, 2, 1, 1, 5, -1, -2, -3

(listing goes on)
SMILES	PAD4 FP inh	Fam108B counter	GSTO1 counter	PAFAH1B2 FP inh	PAFAH2 inh	PAFAH1B3 FP inh	pPAFAH inh	PME-1 primary	LYPLA1 counter
O=C(O)CC(NC(=O)OCc1ccccc1)c1ccc(Br)cc1 (centres undefined)	6	-1	-2	23	7	4	1	-1	-3
Cc1ccc(-n2[nH]c(C)c(/C=N/Nc3ccc([N+](=O)[O-])cc3[N+](=O)[O-])c2=O)cc1	-13	16	12	5	20	8	8	21	6
O=C(O)c1cccc(NC(=O)C2CCCO2)c1 (centres undefined)	1	0	-4	2	1	2	5	-6	1
c1ccc(Nc2nnc(SCc3cccc4ccccc34)s2)cc1	0	10	-3	-1	7	-7	-1	-5	-11
Cc1c(C(=O)N2CCN(c3ccccc3)CC2)oc2c(F)cccc12	0	2	1	2	-1	1	2	3	2
COc1ccc(S(=O)(=O)N(CC(=O)NCc2ccco2)c2ccccc2OC)cc1	6	1	0	5	0	0	2	0	1
Cc1cc(C)nc(SCc2cn3c(C)cccc3n2)n1	-1	-1	4	x	x	x	7	-1	0
COc1ccc(Oc2cn[nH]c2-c2ccc(OCC(=O)NN)cc2O)cc1	-3	2	3	2	-6	8	3	-21	-15
Cc1nn(Cc2ccccc2)c(Cl)c1/C=C/C(=O)OC(C)C(=O)N1CCCC1 (centres undefined)	-5	3	-5	8	10	2	4	5	5
Cc1cc(SCC(=O)N(C)CC(=O)Nc2ccc(F)cc2)nc2ccccc12	-3	7	-6	3	-1	5	3	6	2
O=c1oc2ccccc2c2c1cnc1ccccc12	-3	x	x	1	12	10	4	x	x
Cc1cc(C)nc(N/N=C/c2cn[nH]c2-c2ccccc2)n1	0	-1	-2	5	5	5	-4	1	2
Cc1cc(SCNC(=O)c2ccccc2)nc(C(C)C)n1	1	-1	23	1	4	1	2	3	0
O=C(CNC(=O)c1ccncc1)Nc1ccc(F)c(F)c1	-4	1	-2	0	-8	-2	7	5	-1
CCOC(=O)/C=C/c1ccc2c(c1)S(=O)(=O)N(c1cccc(OC)c1)[C@H]2CC(=O)OCC	-5	1	0	3	-3	3	3	6	3

Quoted at random: two entries already listed, in no set order.
SMILES	PAD4 FP inh	Fam108B counter	GSTO1 counter	PAFAH1B2 FP inh	PAFAH2 inh	PAFAH1B3 FP inh	pPAFAH inh	PME-1 primary	LYPLA1 counter
CCOC(=O)/C=C/c1ccc2c(c1)S(=O)(=O)N(c1cccc(OC)c1)[C@H]2CC(=O)OCC	-5	1	0	3	-3	3	3	6	3
O=C(CNC(=O)c1ccncc1)Nc1ccc(F)c(F)c1	-4	1	-2	0	-8	-2	7	5	-1

The results go on:
SMILES	PAD4 FP inh	Fam108B counter	GSTO1 counter	PAFAH1B2 FP inh	PAFAH2 inh	PAFAH1B3 FP inh	pPAFAH inh	PME-1 primary	LYPLA1 counter
O=C(COC(=O)c1cc(Br)ccc1Cl)NC(=O)NCc1ccccc1	-3	0	-5	3	-5	7	4	7	1
Cc1ccc(NC(=O)CCNS(=O)(=O)c2ccccc2)c(C(=O)c2ccccc2)c1	0	3	-2	8	-1	11	-2	0	-5
O=C(N/N=C/c1cccs1)c1cccc(NC(=O)c2ccccc2Cl)c1	-2	2	-8	6	1	4	-2	-2	-8
Cc1cc(C)n2ncc(-c3cccc(Br)c3)c2n1	0	1	11	-1	0	11	4	-6	3
O=C(NNC(=O)C1CCN(S(=O)(=O)c2c(Cl)cccc2Cl)CC1)c1ccccc1O	5	2	-5	-2	15	11	15	0	-1
O=C1c2ccccc2C(=O)N1CN(C(=O)COc1ccccc1)c1ccccc1	5	0	1	2	0	9	8	-1	-3
Cn1cccc1Cc1nnc(SCC(=O)N2CCCCCC2)n1-c1ccc(F)cc1	1	2	-2	4	2	8	8	1	-2
C[n+]1cccc(C(=O)NNC(=O)C23CC4CC(CC(C4)C2)C3)c1	-2	-1	3	8	5	5	-1	0	1
CCC(=O)c1cc(F)c(N2CCN(C(=O)c3ccco3)CC2)cc1C	-1	-2	3	2	-2	0	3	5	2
CCCN(CC(=O)Nc1ccccc1C)C(=O)c1ccc2c(c1)OCO2	3	x	x	-4	6	3	0	-8	-3
CCN=C1SC(CC(=O)NCC)C(=O)N1CC (centres undefined)	7	2	7	6	2	3	1	1	-1
Cc1ccc(S(=O)(=O)N(C)CC(=O)N(CC(C)C)C2CCS(=O)(=O)C2)cc1 (centres undefined)	-1	-2	-9	4	-3	9	-2	1	-2
